RmlCD inh 1536: inhibitors of Mycobacterium tuberculosis RmlC and RmlD coupled enzymes. RmlC+RmlD coupled enzyme assay, percent inhibition; primary screen in compound mixtures. inhibition, % at 3.6 µM. 160,000 tested, 0.03% active. AID 1533; in the data active = inhibition mostly above about 34%, no sharp cut-off; inconclusive = no clear call, values can overlap the other calls; inactive = mostly below about 22%; note: some results filed as inactive read as strong as hits
Target sequence (P9WH09 whole entry, looked up): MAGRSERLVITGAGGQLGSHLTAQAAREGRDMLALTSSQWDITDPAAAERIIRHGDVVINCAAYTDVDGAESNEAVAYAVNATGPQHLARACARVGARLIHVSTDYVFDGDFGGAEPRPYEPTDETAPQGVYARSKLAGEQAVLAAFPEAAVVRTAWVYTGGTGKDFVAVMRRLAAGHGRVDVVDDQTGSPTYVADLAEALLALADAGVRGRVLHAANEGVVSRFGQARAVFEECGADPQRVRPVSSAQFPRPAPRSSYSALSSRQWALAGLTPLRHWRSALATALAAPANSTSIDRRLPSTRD
Target sequence (P9WH11 whole entry, looked up): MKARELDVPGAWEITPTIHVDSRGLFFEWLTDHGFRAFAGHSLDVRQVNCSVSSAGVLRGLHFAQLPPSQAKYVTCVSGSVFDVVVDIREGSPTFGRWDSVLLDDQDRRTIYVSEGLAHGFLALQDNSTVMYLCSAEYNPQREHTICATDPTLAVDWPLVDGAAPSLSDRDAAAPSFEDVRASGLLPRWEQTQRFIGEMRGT
GlmU inhibition: inhibition of mycobacterial GlmU enzyme – biochemical, glucosamine-1-phosphate acetyltransferase (AID 1376) | one-dose inhibition, %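 (tested at 30 µM in the primary screen)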; IC50 in µM for titrated hits | 220,000 tested, 0.25% active | M. tuberculosis GlmU acetyltransferase enzyme assay; higher % means a stronger effect; in the data active = inhibition above about 13%; inconclusive = no clear call, values can overlap the other calls;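 note: 0% = complete reaction with vehicle and 100% = reaction without substrate; strong numbers were not always called active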
The depositor's hits bear a star. An excerpt; count on the stated rates, not on these rows.

How did Cc1ccc(CNC(=O)CCCN2C(=S)NC(C)(C)CC2C)cc1 (configuration not stated) do in these assays?
RmlCD inh 1536: -11; GlmU inhibition: -0.4%

How did CC1=C(C(=O)Nc2ccccc2)C(c2ccccn2)n2nc(CCCO)nc2N1 (configuration not stated) do in these assays?
GlmU inhibition: -4.1%

Results for COc1ccc(-c2nn(-c3ccccc3)cc2/C=C/C(=O)O)cc1[N+](=O)[O-] ?
RmlCD inh 1536: 21; GlmU inhibition: 0.8%

How did CCCC(c1nnnn1Cc1ccco1)N1CCC(C(N)=O)CC1 (configuration not stated) do in these assays?
RmlCD inh 1536: 30; GlmU inhibition: -6.5%

Results for Cc1cccc(/C=c2\s/c(=C\C(=O)C(C)(C)C)[nH]c2=O)c1 ?
RmlCD inh 1536: 9; GlmU inhibition: 1.7%

What do the screens show for `Cc1cccc(C)c1NC(=O)NNC(=O)c1cc(C(C)(C)C)nn1Cc1ccccc1`?
RmlCD inh 1536: 2; GlmU inhibition: -1.4%

Results for COc1ccc(C(C)C)cc1S(=O)(=O)n1ccnc1C ?
RmlCD inh 1536: -3; GlmU inhibition: -6.2%

Results for COc1cc(/C=C/C(=O)NCCN2CCOCC2)cc(OC)c1OC ?
RmlCD inh 1536: 4; GlmU inhibition: 2.1%

How did Cc1cc(NC(=S)N(CCN2CCCCC2)Cc2ccco2)ccc1Cl do in these assays?
RmlCD inh 1536: -5; GlmU inhibition: -3.8%

What do the screens show for `CCc1nc(SCC(=O)NCc2ccco2)c2c3c(sc2n1)CCCC3`?
RmlCD inh 1536: 6; GlmU inhibition: -3.2%

What do the screens show for `Cc1noc(C)c1CSc1ccc(Br)cc1`?
RmlCD inh 1536: -3; GlmU inhibition: 6.0%

How did CC(Oc1cccc2cccnc12)C(=O)N/N=C/c1ccccc1 (configuration not stated) do in these assays?
RmlCD inh 1536: 2; GlmU inhibition: 1.2%

What do the screens show for `O=C(CCNC(=O)c1ccc([N+](=O)[O-])cc1)Nc1cccc(S(=O)(=O)N2CCCCC2)c1`?
GlmU inhibition: 1.8%

How did COc1ccc(Oc2nc(C)nc3c2oc2ccccc23)cc1 do in these assays?
GlmU inhibition: 6.4%

What do the screens show for `CN1C(=O)CSc2ccc(NC(=O)N3CCC(N4CCCCC4)CC3)cc21`?
GlmU inhibition: -4.6%

What do the screens show for `O=C(N/N=C/c1cccnc1)c1ccc2c(c1)OCCO2`?
GlmU inhibition: -3.1%

How did Cc1cc(NC(=S)NC(=O)/C=C/c2ccc(S(=O)(=O)N3CCOCC3)cc2)ccc1Br do in these assays?
RmlCD inh 1536: -10; GlmU inhibition: -5.8%

What do the screens show for `CCC1=NN(C(=O)Cc2ccccc2)C(O)(c2ccncc2)C1` (configuration not stated)?
RmlCD inh 1536: 17; GlmU inhibition: 6.6%

How did Cc1csc(NC(=O)c2ccccc2[N+](=O)[O-])n1 do in these assays?
GlmU inhibition: -5.7%

What do the screens show for `CCOC(=O)CNC(=O)c1cccnc1`?
RmlCD inh 1536: 71; GlmU inhibition: 1.1%

How did O=C(CSCC(=O)N1CCCCC1)Nc1nc(-c2ccc(Cl)s2)cs1 do in these assays?
RmlCD inh 1536: 11; GlmU inhibition: 1.8%

How did C/C(=N\O)C(=O)OC1CC(C)CCC1C(C)C (configuration not stated) do in these assays?
GlmU inhibition: 3.8%

Results for Cc1nc(-c2cccc(NS(=O)(=O)c3ccc4ccccc4c3)c2)cs1 ?
RmlCD inh 1536: 8; GlmU inhibition: 4.5%

How did COc1ccc(/C(O)=C2/C(=O)C(=O)N(c3nc(C)c(C)s3)C2c2ccco2)cc1 (configuration not stated) do in these assays?
RmlCD inh 1536: 9; GlmU inhibition: 6.9%

How did O=c1ccnc(S/C=C/c2ccccc2)[nH]1 do in these assays?
GlmU inhibition: -1.7%

Results for O=C(COc1ccc(S(=O)(=O)NC2CCCCC2)cc1Cl)NCC1CCCO1 (configuration not stated) ?
GlmU inhibition: -0.4%

Results for CCOC(=O)c1cc([N+](=O)[O-])c([N+](=O)[O-])cc1NC(C)=O ?
RmlCD inh 1536: -2; GlmU inhibition: 7.2%

What do the screens show for `Cc1cc(/C=N/n2cnnc2)c(C)n1-c1ccc(Cl)cc1Cl`?
GlmU inhibition: 1.4%

Results for COc1ccc(N2C(=O)C3C4C=CC(C4)C3C2=O)c(OC)c1 (configuration not stated) ?
RmlCD inh 1536: 18; GlmU inhibition: 3.6%

Results for CC1(C)OC(=O)C(=CNc2ccccc2)C(=O)O1 ?
GlmU inhibition: 3.9%

How did Cn1c(=O)c2c(nc(SCC(=O)NCc3ccc4c(c3)OCO4)n2Cc2ccc(Cl)cc2)n(C)c1=O do in these assays?
GlmU inhibition: 2.9%

What do the screens show for `CCc1cc2c(=O)nc3n(c2s1)Cc1ccccc1/C3=C(/O)c1cccc([N+](=O)[O-])c1`?
RmlCD inh 1536: -9; GlmU inhibition: -5.9%

How did CC(=O)N1CCN(c2ccc(C(N)=O)cc2[N+](=O)[O-])CC1 do in these assays?
RmlCD inh 1536: 4; GlmU inhibition: 6.9%

What do the screens show for `COc1cc(NC(=O)CSc2ccccc2)c(C(=O)O)cc1OC`?
RmlCD inh 1536: -7; GlmU inhibition: 1.5%

What do the screens show for `Cc1cc(C(=O)COC(=O)c2ccco2)c(C)n1Cc1ccco1`?
RmlCD inh 1536: 10; GlmU inhibition: 2.0%

Results for CCCCCOc1ccc(C(=O)NCC(=O)NCC(=O)OCC)cc1 ?
RmlCD inh 1536: -10; GlmU inhibition: -1.6%

Results for COc1cccc(N2CCN(C(=O)NC3CCCCC3)CC2)c1 ?
GlmU inhibition: -5.1%

How did O=C(Oc1ccc(/C=N/n2cnnc2)cc1)c1cccc([N+](=O)[O-])c1 do in these assays?
GlmU inhibition: -7.3%

What do the screens show for `CC(=O)NCCc1nc(-c2ccc(Cl)cc2)no1`?
GlmU inhibition: 3.8%

Results for COc1ccc(NC(C)=O)cc1NC(=O)CSc1nnc(-c2ccccn2)n1C ?
GlmU inhibition: 2.0%

What do the screens show for `Nc1c(-c2nn[nH]n2)cnn1-c1cc(Cl)cc(Cl)c1`?
RmlCD inh 1536: 25; GlmU inhibition: 5.1%

How did NS(=O)(=O)c1ccc(Nc2nc(-c3cccc([N+](=O)[O-])c3)cs2)cc1 do in these assays?
RmlCD inh 1536: -5; GlmU inhibition: 2.1%

Results for CCOc1ccccc1C(=O)NCc1ccc2c(c1)OCO2 ?
RmlCD inh 1536: -1; GlmU inhibition: -3.5%

What do the screens show for `O=C(O)CC(C(=O)OCCOc1ccccc1)N1CCOCC1` (configuration not stated)?
RmlCD inh 1536: -4

Results for Cc1cc([N+](=O)[O-])ccc1NC(=O)CN1C2CCC1CC(NC(=O)NC13CC4CC(CC(C4)C1)C3)C2 (configuration not stated) ?
RmlCD inh 1536: 3; GlmU inhibition: 1.5%

How did CC1CC(C)CN(c2ncc3c(n2)CC(c2ccccc2)CC3=O)C1 (configuration not stated) do in these assays?
RmlCD inh 1536: -2; GlmU inhibition: -2.9%

Results for O=C(Nc1ccc(NC(=O)c2cccs2)cc1)c1ccc2c(c1)OCO2 ?
RmlCD inh 1536: -11; GlmU inhibition: 0.4%

What do the screens show for `O=C(N/N=C/c1ccc(Br)cc1)c1ccc(F)cc1`?
GlmU inhibition: 5.8%

What do the screens show for `Cc1c(N=C2N=C(NC(=O)NC(C)(C)C)c3ccccc32)c(=O)n(-c2ccccc2)n1C`?
RmlCD inh 1536: -6; GlmU inhibition: -2.8%

Results for CCn1c(CNC(C)=O)nnc1SCC(=O)c1ccc(Br)cc1 ?
GlmU inhibition: -1.5%

What do the screens show for `O=C(NCc1cccc(Cl)c1)c1cc(COc2ccc3ncccc3c2)on1`?
RmlCD inh 1536: 3; GlmU inhibition: 0.8%

How did CC1(O)N(CCC(=O)Nc2cccc(F)c2)C(=O)OC12CCCCC2 (configuration not stated) do in these assays?
RmlCD inh 1536: -5; GlmU inhibition: 3.4%

What do the screens show for `CCOc1ccccc1N1CCN(C2=C(NS(=O)(=O)c3cccs3)C(=O)c3ccccc3C2=O)CC1`?
GlmU inhibition: -0.5%

Results for CCOc1ccc(NC(=O)CNC(=O)c2ccc(OC)cc2)cc1 ?
RmlCD inh 1536: 1; GlmU inhibition: 3.3%

How did N#Cc1cn(CCOc2ccc(F)cc2)c2ccccc12 do in these assays?
GlmU inhibition: 1.3%

What do the screens show for `CCCc1cc(=O)n(-c2nc3ccccc3s2)[nH]1`?
RmlCD inh 1536: inconclusive; GlmU inhibition: -7.9%

How did CC(=O)/C=C(\C)Nc1ccc(-c2cnc(-c3ccccc3)o2)cc1 do in these assays?
RmlCD inh 1536: 15; GlmU inhibition: 3.5%

How did Cc1nc(Nc2ccc(S(N)(=O)=O)cc2)sc1C(=O)Nc1ccccc1 do in these assays?
RmlCD inh 1536: -6; GlmU inhibition: 0.9%

What do the screens show for `Cc1ccc(N2C(=O)[C@@H]3C(c4cccnc4)=NO[C@@H]3C2=O)cc1`?
RmlCD inh 1536: -10; GlmU inhibition: 2.8%

What do the screens show for `COc1cc(NC(=O)c2cccs2)c(C(=O)OCC(=O)NCc2ccccc2)cc1OC`?
GlmU inhibition: 2.2%

What do the screens show for `COc1cccc(/C=N/NC(=O)CNC(=O)CCc2ccccc2)c1O`?
RmlCD inh 1536: -2; GlmU inhibition: 3.3%

Results for O=C(OCC(=O)N(C1CCCCC1)C1CCCCC1)c1ccco1 ?
GlmU inhibition: 1.9%

Results for COc1cc(N2CCCC2)c(OC)cc1C=O ?
RmlCD inh 1536: -4; GlmU inhibition: 0.5%

How did CCOC(=O)c1cc(-c2ccccc2)sc1NC(=O)C(C)OC(=O)c1ccncc1 (configuration not stated) do in these assays?
RmlCD inh 1536: -8; GlmU inhibition: 2.1%

What do the screens show for `CCOC(=O)c1nnn2c1nc(N1CCCCC1)c1ccccc12`?
RmlCD inh 1536: 6; GlmU inhibition: 8.3%

Results for NS(=O)(=O)c1cc(C(=O)NCCOc2ccccc2)c(Cl)cc1Cl ?
RmlCD inh 1536: -1; GlmU inhibition: -1.2%

Results for O=C1COc2ccc(C(=O)NCc3ccc4c(c3)OCO4)cc2N1 ?
GlmU inhibition: -5.6%

Results for CCN1CC(CN(C)Cc2nc(-c3cccs3)no2)CC1=O (configuration not stated) ?
RmlCD inh 1536: -12; GlmU inhibition: -2.0%

How did CN(C)C(/C=C/Nc1ccc(Br)cc1)=C(C#N)C#N do in these assays?
RmlCD inh 1536: -9; GlmU inhibition: -2.3%

How did CS(=O)(=O)N1CCN(C(=N)N[N+](=O)[O-])CC1 do in these assays?
RmlCD inh 1536: 1; GlmU inhibition: -1.9%

What do the screens show for `O=C(c1ccco1)N1CCN(c2cccc(Cl)c2)CC1`?
RmlCD inh 1536: 8; GlmU inhibition: 2.9%

How did Cc1cc(C)c(C)c(S(=O)(=O)N2CCN(C(=S)NCC3CCCO3)CC2)c1C (configuration not stated) do in these assays?
RmlCD inh 1536: 8; GlmU inhibition: 3.0%

What do the screens show for `Cn1cccc1Cc1nnc(SCC(=O)NCc2ccccc2)n1-c1ccc(F)cc1`?
RmlCD inh 1536: 12; GlmU inhibition: -0.1%

How did CN1CCCC(C(O)(c2ccccc2)c2ccccc2)C1 (configuration not stated) do in these assays?
RmlCD inh 1536: -3; GlmU inhibition: -3.7%

What do the screens show for `C/C(=N\O)C1CC(CC(=O)O)C1(C)C` (configuration not stated)?
RmlCD inh 1536: 8

In the list so far, these contain two or more sulfur atoms.
What do the screens show for `CCc1nc(SCC(=O)NCc2ccco2)c2c3c(sc2n1)CCCC3`?
RmlCD inh 1536: 6; GlmU inhibition: -3.2%

How did Cc1cc(NC(=S)NC(=O)/C=C/c2ccc(S(=O)(=O)N3CCOCC3)cc2)ccc1Br do in these assays?
RmlCD inh 1536: -10; GlmU inhibition: -5.8%

How did O=C(CSCC(=O)N1CCCCC1)Nc1nc(-c2ccc(Cl)s2)cs1 do in these assays?
RmlCD inh 1536: 11; GlmU inhibition: 1.8%

Results for Cc1nc(-c2cccc(NS(=O)(=O)c3ccc4ccccc4c3)c2)cs1 ?
RmlCD inh 1536: 8; GlmU inhibition: 4.5%

How did NS(=O)(=O)c1ccc(Nc2nc(-c3cccc([N+](=O)[O-])c3)cs2)cc1 do in these assays?
RmlCD inh 1536: -5; GlmU inhibition: 2.1%

What do the screens show for `CCOc1ccccc1N1CCN(C2=C(NS(=O)(=O)c3cccs3)C(=O)c3ccccc3C2=O)CC1`?
GlmU inhibition: -0.5%

How did Cc1nc(Nc2ccc(S(N)(=O)=O)cc2)sc1C(=O)Nc1ccccc1 do in these assays?
RmlCD inh 1536: -6; GlmU inhibition: 0.9%

How did Cc1cc(C)c(C)c(S(=O)(=O)N2CCN(C(=S)NCC3CCCO3)CC2)c1C (configuration not stated) do in these assays?
RmlCD inh 1536: 8; GlmU inhibition: 3.0%
